Screens (PubChem BioAssay)
OX1R antag-1 – OX1R (HCRTR1) antagonists, primary screen, fluorescence, CHO/OX1R cells, Fluo-8 calcium, orexin A | Orexin/Hypocretin receptor type 1 (Homo sapiens), O43613 | Fluo-8 calcium fluorescence | inhibition, % at 5 µM | 330,000 compounds, 0.43% hits | AID 434989, 2010;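 active = inhibition above its plate's threshold, mean inhibition of all tested compounds on the plate plus 3 SD, cut at about 37% in these data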;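 note: 0% = orexin A challenge wells and 100% = SB-334867-A antagonist wells; not every result past the cut was called active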
Target sequence (O43613 whole entry, looked up): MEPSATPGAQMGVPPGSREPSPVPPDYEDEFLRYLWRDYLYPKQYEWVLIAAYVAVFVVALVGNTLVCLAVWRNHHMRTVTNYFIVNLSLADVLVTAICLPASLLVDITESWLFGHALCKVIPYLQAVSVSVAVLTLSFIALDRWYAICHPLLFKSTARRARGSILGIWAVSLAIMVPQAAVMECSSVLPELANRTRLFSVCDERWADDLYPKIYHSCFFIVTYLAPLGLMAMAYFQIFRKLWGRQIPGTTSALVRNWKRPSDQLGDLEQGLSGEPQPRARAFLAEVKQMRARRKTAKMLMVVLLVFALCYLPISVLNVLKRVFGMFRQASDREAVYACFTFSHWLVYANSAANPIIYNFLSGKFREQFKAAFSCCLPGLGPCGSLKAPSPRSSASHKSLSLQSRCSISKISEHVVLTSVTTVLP
OX1R antag-2 – antagonists of human orexin 1 receptor (OX1R). inhibition, % at 6.6 µM. 330,000 compounds, 1.8% hits. Orexin/Hypocretin receptor type 1 (Homo sapiens), O43613. AID 485270, 2010. OX1R-expressing cells, FRET antagonist read-out; in the data active = inhibition mostly above about 38%, no sharp cut-off; inactive = mostly below about 40%;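 note: 0% = agonist challenge alone and 100% = reference antagonist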
* marks the source's active call; other numbers are inactive results.

SMILES | OX1R antag-1 | OX1R antag-2
Cc1ccc(-c2cccc(CN3CCN(C4CCN(C(C)C)CC4)C(CCO)C3)c2)o1 (centres undefined) | -8.5 | 7.2
CCC1CCCCN1CCCNC(=O)c1cc2c(Cl)nc3ccccc3c2s1 (centres undefined) | -17.6 | 28.4
O=C(NCCNC(=O)c1ccco1)c1ccc(Cl)c(Cl)c1 | -3.9 | 6.1
CCc1nc(SCC(=O)O)c(C#N)cc1C | -0.5 | 13.0
O=C(Cc1ccccc1)NCC(=O)Nc1cccc(Br)c1 | -6.5 | -2.9
C/C(=C\C(=O)Nc1cc(C)on1)c1ccccc1 | -8.6 | 16.3
COc1ccc(NC(=O)CCC(=O)N/N=C/c2ccncc2)cc1 | -30.2 | 4.7
COc1cccc2cc(CC(=O)c3ccc(C)cc3C)c(=O)oc12 | -1.8 | -4.7
Cc1occc1C(=O)N1CCCc2ccccc21 | -21.2 | 12.0
CCc1ccc(-c2nc(CSCC(=O)N3CCN(c4ccccn4)CC3)c(C)o2)cc1 | -5.5 | 19.8
COc1cccc(-n2c(N)c(C#N)c3ccc([N+](=O)[O-])cc3c2=O)c1 | 0.7 | 12.3
COc1ccccc1C1(O)C(=O)Nc2ccccc21 (centres undefined) | -8.6 | 1.1
Cc1ccc(C(=O)NNC(=O)c2cccnc2SCc2cccc([N+](=O)[O-])c2)cc1 | -11.0 | 6.3
C=CCn1c(SCC(=O)c2ccc(NS(=O)(=O)c3ccccc3)cc2)nnc1-c1cccs1 | -8.2 | 13.2
CCc1n[nH]c2c1/C(=N\O)CC(c1ccccc1)C2 (centres undefined) | -11.1 | 13.2
O=C(CN1C(=O)NC(c2ccc(F)cc2)C1=O)NC1CCCCC1 (centres undefined) | -0.8 | 5.3
C/C(NC(=O)c1ccccc1F)=C1\C(=O)C[C@@H]2[C@H]1C2(C)C | -29.0 | 14.8
O=C(CCNC(=O)c1ccc(Br)cc1)NCc1ccccn1 | 0.5 | 3.9
CCOC(=O)CCc1c(C)c2ccc(OCC(=O)N(CC)CC)c(C)c2oc1=O | -29.2 | 12.7
Cc1ccc(S(=O)(=O)c2ccc(Cl)cc2)cc1S(=O)(=O)N1CCN(C)CC1 | -26.4 | 10.0
O=C(O)C1CCCCC1C(=O)NC1CCCCC1 (centres undefined) | -7.5 | 9.0
COc1ccc(CNC(=S)N/N=C/c2ccc(O)c(OC)c2)cc1 | -8.1 | 32.0
O=C(NC1CCCC1)c1noc2c1CCCCC2 | -7.1 | 4.8
Cc1c(N=Cc2nc3ccccc3[nH]2)c(=O)n(-c2ccccc2)n1C | -21.0 | 22.9

6 compounds out of the list above, ordered by the value under OX1R antag-2, descending:
SMILES | OX1R antag-1 | OX1R antag-2
COc1ccc(CNC(=S)N/N=C/c2ccc(O)c(OC)c2)cc1 | -8.1 | 32.0
Cc1c(N=Cc2nc3ccccc3[nH]2)c(=O)n(-c2ccccc2)n1C | -21.0 | 22.9
CCOC(=O)CCc1c(C)c2ccc(OCC(=O)N(CC)CC)c(C)c2oc1=O | -29.2 | 12.7
Cc1ccc(S(=O)(=O)c2ccc(Cl)cc2)cc1S(=O)(=O)N1CCN(C)CC1 | -26.4 | 10.0
O=C(NC1CCCC1)c1noc2c1CCCCC2 | -7.1 | 4.8
O=C(CCNC(=O)c1ccc(Br)cc1)NCc1ccccn1 | 0.5 | 3.9

The list goes on:
SMILES | OX1R antag-1 | OX1R antag-2
CCCC(=O)NC(c1ccccc1Cl)c1c(O)ccc2ccccc12 (centres undefined) | -19.2 | 9.6
COc1cccc(/C=N/Nc2nc3ccccc3n3cnnc23)c1O | -5.9 | 67.0*
CCOC(=O)Cn1c(=O)n(Cc2ccc(C)cc2)c(=O)c2cccnc21 | 8.3 | 5.6
c1ccc(CSc2nnc(-c3cccs3)o2)cc1 | -6.1 | 21.3
Cc1cc(C)c(S(=O)(=O)N2CCCC(C(=O)NC3CC3)C2)c(C)c1 (centres undefined) | 2.8 | 16.8
O=C(NC1(C(F)(F)F)C(=O)Nc2c1c(=O)[nH]c(=O)n2Cc1ccccc1)c1ccco1 (centres undefined) | -14.9 | 8.9
O=C(CN1C(=O)S/C(=C/c2ccc(N3CCOCC3)cc2)C1=O)N1CCOCC1 | 6.5 | 85.2*
C=CCCC(=O)Nc1ccc(COC(=O)N2CCOCC2)cc1 | 8.2 | 9.9

Among those listed so far, these contain bromine:
SMILES | OX1R antag-1 | OX1R antag-2
O=C(Cc1ccccc1)NCC(=O)Nc1cccc(Br)c1 | -6.5 | -2.9
O=C(CCNC(=O)c1ccc(Br)cc1)NCc1ccccn1 | 0.5 | 3.9

Additional structures.
SMILES | OX1R antag-1 | OX1R antag-2
Cc1ccccc1OCC(=O)Nc1nnc(C2CCCCC2)s1 | -25.8 | 9.8
O=C(COc1ccc(-n2cnnn2)cc1)Nc1ccc(F)c(F)c1 | 5.7 | 5.6
COC(=O)COc1cc(Br)c(/C=C2/SC(=O)N(CC(=O)N3CCCC3)C2=O)cc1OC | -10.2 | 29.1
O=C(NCc1ccco1)c1cccnc1Cl | -13.1 | -2.6
COc1ccc(-n2c(=O)c3ccccc3n(Cc3ccccc3F)c2=O)cc1OC | -24.4 | 15.4
Cn1nc(C(C)(C)C)c(NC(=O)c2ccc(F)cc2)c1C(C)(C)C | -13.7 | -1.2
O=c1c2ccccc2nc2ccc(N3CCOCC3)nn12 | -11.2 | 93.5*
Cn1c(=O)c2c(nc(Br)n2CCSc2nnnn2-c2ccccc2)n(C)c1=O | -10.0 | 10.3
COc1ccc(C2=C(C=C(C#N)C#N)C(c3ccccc3C)c3ccccc3O2)cc1OC (centres undefined) | -57.2 | 11.3
COc1ccc2nc(COC(=O)c3cccs3)c(C(C)=O)[n+]([O-])c2c1 | -4.6 | 19.5
CC(=O)Nc1ccc(-c2csc(-c3cccnc3)n2)cc1 | -20.5 | 20.5
CC12CCC(C(=O)NCc3ccccc3Cl)(OC1=O)C2(C)C (centres undefined) | -14.7 | 3.9
O=C(CSc1oc(-c2cccs2)nc1S(=O)(=O)c1ccc(F)cc1)NCC1CCCO1 (centres undefined) | -19.5 | 3.6
Cc1ccc(S(=O)(=O)CCSc2n[nH]c(=O)n2-c2ccccc2)cc1 | -22.5 | 7.5
CCC(C)NC(=O)Cn1cc(S(=O)(=O)N2CCN(c3ccccc3F)CC2)c2ccccc2c1=O (centres undefined) | -21.7 | 20.5
COc1ccc2nc(SCc3ccccc3)nc(C)c2c1 | -28.7 | 8.8
O=C(Nc1ccc([N+](=O)[O-])cc1)C1CC1(c1ccccc1)c1ccccc1 (centres undefined) | 24.0 | 28.3
O=C1CC(N2CCSCC2)C(=O)N1c1ccc(Br)cc1 (centres undefined) | -3.1 | 8.1
CSCCC(NC(=O)c1ccco1)C(=O)NCC1CCCO1 (centres undefined) | 3.7 | -0.4
COCC(C)n1c(SCC(=O)Nc2nccs2)nc2ccccc2c1=O (centres undefined) | -23.0 | 12.3
CCc1ccccc1N1C(=O)c2ccccc2S1(=O)=O | -6.5 | 17.4
COC(=O)c1nc(NC(=O)c2ccc(Br)cc2)n[nH]1 | -15.2 | -7.7
N#Cc1ccc(OCC(=O)Nc2cc(S(=O)(=O)N3CCCCC3)ccc2N2CCCCC2)cc1 | -18.0 | 13.1
Cc1cccc(C(=O)N[C@H](C(=O)Nc2cc(S(=O)(=O)N3CCCCC3)ccc2C)C(C)C)c1 | -18.9 | 17.4
Cc1cccc(NC(=O)COC(=O)CN2CCCCCC2=O)c1C | -21.3 | 6.6
Cc1ccsc1C=Nc1c(C)n(C)n(-c2ccccc2)c1=O | -23.6 | 1.5
Cc1cc(C(F)(F)F)nc2c(Cl)c(C(C)(C)C)nn12 | -1.6 | 4.5
COc1ccccc1NC(=O)c1ccccc1-c1ccccc1C(=O)O | -9.9 | 9.9
Cc1cc(C)c(OCC(=O)Nc2ccccc2N2CCOCC2)c(C)c1 | 43.9* | 2.7
Cc1cccc(N(CC(=O)N2CCOCC2)S(C)(=O)=O)c1C | 3.8 | 11.4
O=Cc1sc(N2CCOCC2)nc1-c1ccccc1 | -3.8 | 36.2
O=C(O/N=C1\CCCCC1c1ccc([N+](=O)[O-])cc1[N+](=O)[O-])c1c(F)cccc1F (centres undefined) | -31.8 | 17.7

Profiles from above. Order of screens: OX1R antag-1 | OX1R antag-2
Cc1ccsc1C=Nc1c(C)n(C)n(-c2ccccc2)c1=O across the screens: -23.6 | 1.5
Cc1cc(C)c(OCC(=O)Nc2ccccc2N2CCOCC2)c(C)c1 across the screens: 43.9* | 2.7
Cc1cccc(NC(=O)COC(=O)CN2CCCCCC2=O)c1C across the screens: -21.3 | 6.6
Cc1cccc(N(CC(=O)N2CCOCC2)S(C)(=O)=O)c1C across the screens: 3.8 | 11.4

3 compounds already listed, ordered by SMILES length, smallest number first.
SMILES | OX1R antag-1 | OX1R antag-2
Cc1ccsc1C=Nc1c(C)n(C)n(-c2ccccc2)c1=O | -23.6 | 1.5
Cc1cc(C(F)(F)F)nc2c(Cl)c(C(C)(C)C)nn12 | -1.6 | 4.5
COc1ccccc1NC(=O)c1ccccc1-c1ccccc1C(=O)O | -9.9 | 9.9

Additional results
| Structure | OX1R antag-1 | OX1R antag-2 |
| --- | --- | --- |
| Cc1ccccc1OCC(=O)Nc1ccc2c(c1)C(=O)c1ccccc1C2=O | 7.0 | 4.4 |
| CCc1cccc(NC(=S)N(CCOC)C2CCN(C(C)=O)CC2)c1 | -12.3 | -3.9 |
| O=C(CCCc1nc2ccccc2s1)NCc1cccnc1 | -10.6 | 10.4 |
| CSc1nc2n(n1)C(c1cccc(F)c1)C(C(=O)Nc1ccc(C)cc1C)=C(C)N2 (centres undefined) | -9.6 | 8.9 |
| O=C(Nc1nc2c(F)c(F)c(F)cc2s1)c1ccco1 | -15.1 | 13.6 |
| COc1ccc(S(=O)(=O)NCCCN2CCOCC2)cc1F | -4.3 | 2.5 |
| CC(C)N(Cc1nccn1C)C(=O)CC1C(=O)NCCN1Cc1ccc(F)cc1 (centres undefined) | -18.6 | 1.0 |
| O=C(O)COCC(=O)N1CCN(C(c2ccccc2)c2ccccc2)CC1 | -17.4 | 2.7 |
| Cn1nnnc1SCC(=O)Nc1cc(C(F)(F)F)ccc1N1CCOCC1 | -18.2 | 11.9 |
| O=C(NC(=S)Nc1ccc(NC(=O)c2cccs2)cc1)c1cc2ccccc2o1 | -25.0 | 23.6 |
| O=C(CCN1C(=O)/C(=C/c2ccccc2)SC1=S)NNC(=O)c1cccnc1 | 46.0* | 44.7 |
| COc1cc2c(cc1OC)/C(=C/C#N)NC(C)(C)C2 | -14.7 | 22.4 |
| CCN(CC(=O)NCc1cccs1)C(=O)c1cc(S(=O)(=O)N2CCCCC2)ccc1Cl | -19.9 | 11.6 |
| CCn1cc(C(=O)NCCCN2CCCC(C)C2)c(=O)c2cc(S(=O)(=O)N3CCc4ccccc4C3)ccc21 (centres undefined) | -27.3 | 11.8 |
| CCOC(=O)c1ccc(-c2ccc(C(=O)Nc3cccnc3)o2)cc1 | -5.6 | 29.3 |
| Cc1ccc(NC(=O)C2CCCN(S(=O)(=O)c3cccs3)C2)cc1 (centres undefined) | -18.5 | 21.9 |
| O=C(NCCC(=O)N1CCN(S(=O)(=O)c2ccccc2Cl)CC1)Nc1ccccc1 | -28.3 | 5.4 |
| COc1ccc(CNC(=O)Cc2nn(C)c(=O)c3ccccc23)cc1 | 30.2 | 35.4 |
| CS(=O)(=O)CCC(C(=O)N1CCOCC1)N1C(=O)c2cc(Cl)c(Cl)cc2C1=O (centres undefined) | -6.1 | 20.7 |
| Cc1cc(C)c(C#N)c(Oc2ccccc2)n1 | -3.7 | 21.1 |
| O=C(c1cc[n+]([O-])cc1)N1CCCC(N2CCN(c3cccc(C(F)(F)F)c3)CC2)C1 (centres undefined) | -23.8 | 38.1 |
| Cc1ccc(OCCNCC(O)COc2ccccc2)cc1 (centres undefined) | -37.3 | 7.6 |
| COc1ccc(NC(=O)C2CC(=O)NC(Nc3cccc(C)c3)=N2)cc1 (centres undefined) | -5.2 | 23.6 |
| Cc1ccc(S(=O)(=O)N(C(=O)c2ccncc2)c2ccc(OC(=O)c3ccncc3)c3ccccc23)c(C)c1 | -24.7 | 36.9 |
| C=Cn1nc(C)c2ccccc2c1=O | 1.1 | 12.3 |
| CN1C[C@@H]2C(c3ccc(C(F)(F)F)cc3)C3(c4cccnc4)CC2(C3)[C@H]1c1ccccc1 (some centres undefined) | -35.2 | 47.0 |
| CCn1c2ccccc2c2nnc(SCCCn3c(=O)[nH]c4ccccc43)nc21 | -29.5 | 35.5* |
| N#C/C(=N/Nc1ccc(S(=O)(=O)N2CCOCC2)cc1)C(N)=O | -16.8 | 19.6 |
| Cc1sc2nc(N)sc2c1C | 2.3 | -1.5 |
| Cn1c(C(=O)O)c(S(=O)(=O)c2ccc(Cl)cc2)c2ccccc21 | -15.8 | -3.4 |
| O=C(NC(NC1CCS(=O)(=O)C1)C(=O)c1ccccc1)c1ccc(Cl)cc1 (centres undefined) | 3.8 | -5.3 |
| CCOC(=O)c1c(CC(C)C)csc1NC(=O)CCl | -11.3 | 6.5 |
| NC(=O)C(F)(F)C12OC3C4C5CC(C6C5C3C61)C42 (centres undefined) | -12.5 | 4.0 |
